Screening data as filed in PubChem BioAssay.
Mot1-301 SUMO – SUMOylation pathway inhibition by Mot1-301 growth rescue | actives 1% (n = 320,000) | growth rescue, % at 18.8 µM | S. cerevisiae Mot1-301 growth rescue, ATP luminescence, 38.5C; percent above DMSO median, 100 means doubled;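 active = every valid replicate shows activation above 250% relative to neutral control wells; inactive = the rest, any valid replicate at or below 250%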;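 note: OY570 slx delta 5 strain wells were the positive control but not used for scaling; some compounds called inactive have numbers as strong as hits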
AddAB inh – less growth of phage-infected E. coli with AddAB. E. coli expressing H. pylori AddAB, absorbance growth. inhibition, % at 11.9 µM. actives 0.29% (n = 330,000). AID 435030; in the data active = inhibition above about 12%;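 note: 0% = vehicle wells of infected cells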
PKA-R1A act – activators of PKA-R1A complex. P00514+P68181. PKA-R1A dissociation, Cy5-IP20 fluorescence polarization; scaled: DMSO 0%, 113 µM cGMP 100%. activation, % at 11.4 µM. actives 0.083% (n = 340,000). AID 504707;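 active = percent activation above the mean of all tested compounds plus 3 SD, cut at about 19% in these data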;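 note: higher means more PKAc released from R1A so a rise in polarization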
HTR5A ag ctr – HTR5A agonism, opioid heterodimer counter-screen. actives 0.61% (n = 340,000). HTR5A agonist assay, luminescence, cell-based. activation, % at 9.3 µM. P47898; in the data active = activation mostly above about 9.5%, no sharp cut-off; inactive = mostly below about 7.6%;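 note: 0% = cells with vehicle only and 100% = reference agonist; strong numbers were not always called active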
Target sequence (P47898 whole entry, looked up): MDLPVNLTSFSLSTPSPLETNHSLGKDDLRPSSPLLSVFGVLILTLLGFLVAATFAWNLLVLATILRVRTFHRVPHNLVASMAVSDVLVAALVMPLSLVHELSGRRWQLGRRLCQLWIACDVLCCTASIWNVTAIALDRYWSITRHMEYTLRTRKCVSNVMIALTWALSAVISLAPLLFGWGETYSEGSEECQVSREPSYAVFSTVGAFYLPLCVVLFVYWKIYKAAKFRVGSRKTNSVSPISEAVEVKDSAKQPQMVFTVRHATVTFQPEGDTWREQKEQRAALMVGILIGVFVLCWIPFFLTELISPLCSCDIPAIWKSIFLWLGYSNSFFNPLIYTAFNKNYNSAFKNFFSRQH
Tat transport – blocks Tat-dependent protein export in E. coli | E. coli MC4100 TorA-mCherry Tat export, fluorescence | inhibition, % at 10 µM | actives 0.036% (n = 340,000) | AID 488895;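 active = mean replicate inhibition at least 50% and at least half of replicates individually reaching 50%; inconclusive = only one of the two criteria met; inactive = neither criterion met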;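 note: exported cargo escapes ClpAP degradation while cytoplasmic cargo is degraded and loses fluorescence; 0% = median of neutral control wells and 100% = median of NaSCN control wells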
HTR5A inv ctr – inverse agonist of human HTR5A in OPRM1-OPRD1 counter-screen; HTR5A cell line, luminescence, inverse agonism; inhibition, % at 9.3 µM; actives 0.083% (n = 340,000); in the data active = inhibition mostly above about 23%, no sharp cut-off; inactive = mostly below about 18%;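 note: 0% = cells with DMSO and 100% = no-cell wells with DMSO; some compounds called inactive have numbers as strong as hits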
phage Ecoli inh – E. coli growth loss with phage present; growth absorbance; inhibition, % at 11.9 µM; actives 0.26% (n = 360,000); AID 651602; in the data active = inhibition above about 11%
CDK5 inh – CDK5/p35 (human) kinase inhibition. actives 0.01% (n = 330,000). inhibition, % at 10 µM. Recombinant CDK5/p35, ADP-Glo luminescence, 60 min;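 active = highest replicate inhibition of at least 50% and at least 75% of replicates reaching 50%; inconclusive = only one of the two criteria met; inactive = both criteria failed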;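 note: plate controls were DMSO neutral control for no effect and GW8510 at 10 µM for full effect; many of its hits are not listed in these tables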
Target sequence (Q00535 whole entry, looked up): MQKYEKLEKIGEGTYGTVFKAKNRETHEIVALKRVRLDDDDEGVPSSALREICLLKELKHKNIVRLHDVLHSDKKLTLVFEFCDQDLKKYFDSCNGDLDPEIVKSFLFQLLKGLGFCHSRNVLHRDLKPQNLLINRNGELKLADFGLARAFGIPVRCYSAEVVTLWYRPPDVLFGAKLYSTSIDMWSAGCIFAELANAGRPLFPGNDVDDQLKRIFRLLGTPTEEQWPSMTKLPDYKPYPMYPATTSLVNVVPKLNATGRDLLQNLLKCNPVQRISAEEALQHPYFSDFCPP
Target sequence (Q15078 whole entry, looked up): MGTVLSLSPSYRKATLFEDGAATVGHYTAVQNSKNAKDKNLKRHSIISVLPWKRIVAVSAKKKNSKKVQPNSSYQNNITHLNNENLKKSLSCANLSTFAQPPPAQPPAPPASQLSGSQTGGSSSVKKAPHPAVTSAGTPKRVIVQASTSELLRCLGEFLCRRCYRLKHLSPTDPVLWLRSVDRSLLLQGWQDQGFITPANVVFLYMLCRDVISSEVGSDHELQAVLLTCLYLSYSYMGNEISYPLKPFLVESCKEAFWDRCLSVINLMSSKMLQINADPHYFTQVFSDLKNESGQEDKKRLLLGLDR
PKA-R2B activ – PKA-R2B complex activation. P22694+P31323. PKA-R2B holoenzyme dissociation, Cy5-IP20 fluorescence polarization; R2B truncated from residue 108, S112A mutant; 0% DMSO only, 100% 113 µM cGMP. activation, % at 11.4 µM. actives 0.079% (n = 340,000);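 active = activation above a cutoff set at the mean over all compounds plus 3 SD, cut at about 18% in these data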;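 note: higher means more holoenzyme dissociation and a rise in polarization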
E coli growth – counter-screen for AddAB inhibitors: E. coli growth inhibition. inhibition, % at 11.9 µM. AID 449728. actives 0.27% (n = 330,000). E. coli V3065 growth, OD600 absorbance, 18 h;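 active = inhibition above the campaign's mean inhibition across all tested compounds plus 3 SD, cut at about 9.9% in these data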;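 note: uninfected addAB+ strain grown without phage in ampicillin broth; 0% = DMSO wells and 100% = ciprofloxacin 0.95 µg/ml wells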
DAGLB inh – diacylglycerol lipase beta (human) inhibition | Q8NCG7 | HEK293T DAGLB membrane lysate, EnzChek fluorogenic substrate | inhibition, % at 5.17 µM | actives 0.059% (n = 340,000) | AID 504411; in the data active = inhibition above about 34%;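 note: 0% = enzyme with vehicle and 100% = wells lacking enzyme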
The depositor's hits bear a star; u = inconclusive; x = not tested or not shown; & = joins results of further samples; ! = repeats disagree. Rows are unselected. About 2.3% of those tested had a hit in this group.

Values run as follows: Mot1-301 SUMO	AddAB inh	PKA-R1A act	HTR5A ag ctr	Tat transport	HTR5A inv ctr	phage Ecoli inh	CDK5 inh	PKA-R2B activ	E coli growth	DAGLB inh
COc1ccccc1-c1ccc(/C=C2\C=CC(=O)O2)o1
 : 36	0.9	x	x	-1	x	-0.2	0.5	x	-1.2	x
Cc1cccc(-c2noc(-c3ccoc3C)n2)c1
 : 71	4.1	-2	1	-18	4	5.0	1.2	4	-0.2	-7
COc1ccc(CN(C)C2c3ccccc3-c3ccccc32)cc1
 : -21	2.2	5	1	-1	-4	0.2	-1.3	-10	1.8	-14
COc1ccc(C2=NN(C(C)=O)CC2c2cccc([N+](=O)[O-])c2)cc1 (stereo unspecified)
 : -5	0.8	3	-1	-7	5	1.6	-0.9	0	-2.4	-2
CCOC(=O)c1sc2ncn(/N=C/c3ccc(O)c(OC)c3)c(=O)c2c1C
 : -19	1.3	-5	3	9	-5	2.8	-3.1	-5	0.7	-7
CCC(C)Nc1nc(N)c([N+](=O)[O-])c(NCCO)n1 (stereo unspecified)
 : 20	0.8	-10	3	20	0	1.4	11	-7	-0.7	1
CCCOC1CCCN(C(=O)c2cc(COc3cncc(Cl)c3)on2)C1 (stereo unspecified)
 : x	x	-6	3	4	13	1.6	-0.5	1	x	0
O=C(CCCNC(=O)c1ccc(Cl)cc1)Nc1ncccc1O
 : 143	-0.8	0	1	1	-2	2.4	-0.1	-1	-2.8	-6
Cc1c[nH]c2cccc(OCC(CNC(C)(C)C)OC(=O)c3ccccc3)c12 (stereo unspecified)
 : -15	-2.2	9	4	7	-13	2.0	-1.1	11	0.8	-2
CCN(Cc1ccccc1)S(=O)(=O)c1ccc(C(=O)N(CCCN(C)C)c2nc3cc4c(cc3s2)OCCO4)cc1
 : -5	2.0	-1	-5	31	14	-0.2	-0.6	-20	-3.7	0
COc1nc(OC)nc(N2CCC(C(=O)NCC3CCCCC3)CC2)n1
 : -23	3.6	8	-2	-3	2	0.6	0.3	8	1.1	2
Nc1c(N(CCC2=CCCCC2)C(=O)COc2ccc([N+](=O)[O-])cc2)c(=O)[nH]c(=O)n1Cc1ccccc1
 : x	x	-8	1	0	-3	0.8	0.4	7	x	4
CN(C)S(=O)(=O)c1cccc(C(=O)OCC(=O)NCc2ccc3c(c2)OCO3)c1
 : 2	0.9	-14	7	-5	9	3.0	-3.7	-9	0.4	0
COc1ccccc1CNC(=O)C/C(C)=N/NC(=O)Cc1ccc(OC)c(OC)c1
 : -9	3.1	-3	-5	-7	6	3.0	0.4	-4	0.2	0
COc1ccc(S(=O)(=O)N2CCOCC2)cc1C(=O)NC1CCCCC1
 : -3	-0.7	-1	3	2	-8	2.9	1.2	4	2.3	1

Four of the compounds above, with each value named:
COc1nc(OC)nc(N2CCC(C(=O)NCC3CCCCC3)CC2)n1
  Mot1-301 SUMO = -23 | AddAB inh = 3.6 | PKA-R1A act = 8 | HTR5A ag ctr = -2 | Tat transport = -3 | HTR5A inv ctr = 2 | phage Ecoli inh = 0.6 | CDK5 inh = 0.3 | PKA-R2B activ = 8 | E coli growth = 1.1 | DAGLB inh = 2

COc1ccc(S(=O)(=O)N2CCOCC2)cc1C(=O)NC1CCCCC1
  Mot1-301 SUMO = -3 | AddAB inh = -0.7 | PKA-R1A act = -1 | HTR5A ag ctr = 3 | Tat transport = 2 | HTR5A inv ctr = -8 | phage Ecoli inh = 2.9 | CDK5 inh = 1.2 | PKA-R2B activ = 4 | E coli growth = 2.3 | DAGLB inh = 1

COc1ccc(CN(C)C2c3ccccc3-c3ccccc32)cc1
  Mot1-301 SUMO = -21 | AddAB inh = 2.2 | PKA-R1A act = 5 | HTR5A ag ctr = 1 | Tat transport = -1 | HTR5A inv ctr = -4 | phage Ecoli inh = 0.2 | CDK5 inh = -1.3 | PKA-R2B activ = -10 | E coli growth = 1.8 | DAGLB inh = -14

CCN(Cc1ccccc1)S(=O)(=O)c1ccc(C(=O)N(CCCN(C)C)c2nc3cc4c(cc3s2)OCCO4)cc1
  Mot1-301 SUMO = -5 | AddAB inh = 2.0 | PKA-R1A act = -1 | HTR5A ag ctr = -5 | Tat transport = 31 | HTR5A inv ctr = 14 | phage Ecoli inh = -0.2 | CDK5 inh = -0.6 | PKA-R2B activ = -20 | E coli growth = -3.7 | DAGLB inh = 0

Remaining list, next part:
Values run as follows: Mot1-301 SUMO	AddAB inh	PKA-R1A act	HTR5A ag ctr	Tat transport	HTR5A inv ctr	phage Ecoli inh	CDK5 inh	PKA-R2B activ	E coli growth	DAGLB inh
CCCc1cc(=O)oc2cc(OCC(=O)N(C)C)c(Cl)cc12
 : -17	4.0	8	9	u	-24	2.3	8.7	-1	1.0	-4
CCn1nc(NC(=O)c2cccnc2)c2cc3ccccc3nc21
 : -6	0.5	7	5	0	-11	1.7	-2.6	-5	-0.9	1
COC(=O)C1=C(C)NC(C)=C([N+](=O)[O-])C1c1ccccc1C(F)(F)F (stereo unspecified)
 : 497*!	-0.2&1.8	-14&-2	-3&-5	-1&12	11&-7	3.2&4.1	1.6&0.3	13&0	0.6&-1.4	0&2
CN(C)NC(=O)C(NC(=O)c1ccccc1)C12CC3CC(CC(C3)C1)C2 (stereo unspecified)
 : -11	1.3	4	-1	8	3	3.8	-1.2	0	0.6	0
COc1cccc(C(=O)NNC(=O)c2cccnc2)c1
 : 9	3.1	-8	0	-9	1	1.4	-3.3	4	-1.1	1
CC1CCc2[nH]c3ccc(C(=O)N(C)CC(=O)Nc4ccc(F)cc4)cc3c2C1 (stereo unspecified)
 : 4	0.4	-17	2	3	-2	-0.2	0.1	-10	-0.5	-3
CN(C)C=NC(=O)c1cn(-c2ccc(F)cc2)c(=O)c2ccccc12
 : -1	-0.5	-8	1	-1	-16	3.4	-3.1	-8	1.2	0
CC1CCN(C(=O)CSc2nnc(-c3cc4ccccc4cc3O)n2Cc2ccco2)CC1
 : -2	3.0	0	-1	5	3	1.6	-2.8	2	1.4	0
Cc1cccc(N2CCN(C(=O)C3CC(=O)N(C4CCCC4)C3)CC2)c1C (stereo unspecified)
 : 22	0.2	4	0	0	1	2.3	-0.5	-1	1.6	2
Cc1nn(-c2ccccc2)c(Cl)c1/C=N/O
 : 7	1.0	13	3	3	-11	3.4	0.5	5	-3.2	-3
COc1ccc(-n2c(Cc3cccn3C)nnc2SCC(=O)Nc2ccc(C)cc2C)cc1
 : -32	1.9	5	1	-9	-1	1.2	0.3	-2	-0.2	0
Cc1ccc(S(=O)(=O)N2CC3CCCC2C3)cc1 (stereo unspecified)
 : 148	2.1	x	x	-8	x	0.1	-0.1	x	0.1	x
Cc1ccnc(NCc2c(O)ccc3ccccc23)c1
 : -5	2.7	-2	6	-2	-21	3.1	0.9	-15	0.4	-2
CN(CCc1ccccn1)C(=O)CCNC(=O)Cn1cnc2ccccc2c1=O
 : -8	-2.4	-7	1	-6	-3	1.4	-1.2	13	-0.6	-1
O=C(CCNS(=O)(=O)c1ccc(Cl)cc1)N1CCN(Cc2ccccc2)CC1
 : -8	2.6	4	1	4	-40	0.7	-0.2	9	-0.6	-1

Later entries.
compound	Mot1-301 SUMO	AddAB inh	PKA-R1A act	HTR5A ag ctr	Tat transport	HTR5A inv ctr	phage Ecoli inh	CDK5 inh	PKA-R2B activ	E coli growth	DAGLB inh
Cc1csc(SCC(=O)Nc2oc(C)c3c(C)n[nH]c(=O)c23)n1	11	-1.2	0	-2	-2	5	3.0	0.4	2	0.0	1
CCC(=O)N1CCc2cc(Br)cc(S(=O)(=O)N(C)c3ccc(OC)cc3OC)c21	196	3.9	-7	2	0	12	2.0	-0.5	-7	-1.8	2
CCC(C)c1ccccc1NC(=O)CN(CC)CC(=O)Nc1ccc2c(c1)OCCO2 (stereo unspecified)	37	1.3	-13	-3	2	-3	1.9	-1.7	-7	0.5	-3
CC1=NN(C(=O)Cn2nc([N+](=O)[O-])c(Br)c2C)C(O)(C(F)(F)F)C1 (stereo unspecified)	89	3.0	-2	-4	0	-27	4.8	-0.3	-5	2.1	0
CCc1ccc(C(C(=O)NC(C)(C)CC)N(Cc2ccco2)C(=O)Cn2nnc3ccccc32)cc1 (stereo unspecified)	-11	0.0	10	1	-2	30	0.6	0.3	3	-2.4	-3
Nc1c(Cl)cc(C2=NCCn3c2c2ccc(C(F)(F)F)cc2[n+]3[O-])cc1Cl	187	1.6	7	-8	2	20	2.3	0.5	-1	0.9	2
CN(C(=O)c1cccc(NC(=O)Cc2ccc(NC(=O)C3CCCN(C(=O)C4CC4)C3)cc2)c1)C1CCC1 (stereo unspecified)	x	x	-2	0	3	-2	2.2	-0.7	-3	x	-1
CC(=O)c1c(N2CCN(C)CC2)nc(=S)n(-c2cc(C)ccc2C)c1C	26	3.3	12	1	-1	-2	0.9	-2.5	8	-2.7	-1
CCN(CC)C(=O)COc1ccc(/C(C)=N/Nc2ncc(Cl)cc2Cl)cc1	24	-1.1	1	-1	0	1	0.0	-0.5	-10	-3.0	1
CSc1ccccc1OCc1cc(C(=O)NCCC2CCCCO2)no1 (stereo unspecified)	14	x	1	-3	4	-3	2.1	-0.2	4	x	-3
COc1cccc2c(=O)c3ccccc3oc12	-16&-11	5.4	-10	-5	-9	-38	3.2	2.1	5	1.8	0
Cc1ccc(S(=O)(=O)CCC(=O)OCc2nnc(-c3ccccc3)o2)cc1	19	-1.5	4	0	1	-1	3.2	0.3	4	-0.4	0
CC(C)(C)CN1C(=O)C(=O)NC[C@@H]1CCCCN	-12	2.3	-6	2	-3	11	0.2	-0.4	-4	-0.2	-2
O=c1[nH]c(CN(CCO)CCO)nc2c1C1(CCCCC1)Cc1ccccc1-2	-14	0.2	-18	0	19	-11	-0.5	-2.0	-12	-3.2	4
C=C(C)Cn1c(Sc2nc3ccccc3[nH]2)nc2c1c(=O)[nH]c(=O)n2C	-21	2.1	-7	-6	-1	-6	3.1	1.5	0	-1.5	-1
Cc1ccc(SCCOCCN2CCc3ccccc3C2)cc1	96	3.5	-7	2	5	-5	5.1	0.1	-3	-1.3	-13
CCc1cccc(C)c1NC(=O)COC(=O)CC1CCCC1	4	1.6	2	3	-1	14	2.5	1.9	-1	0.1	-1
COc1ccccc1S(=O)(=O)Nc1cccc(S(=O)(=O)N2CCCC2)c1	-8	-0.8	-13	1	-8	-2	2.5	3.0	11	-2.3	1
Cc1cccc(C)c1NC(=O)COC(=O)c1ccccc1O	57	1.5	-4	1	-11	14	2.5	0.8	-3	-0.8	1
O=C(c1ccncc1)N1CCN(C(=O)c2cccc3ccccc23)CC1	0	-0.6	5	-3	1	-24	0.1	0.1	-4	2.4	2
